Bioassay records deposited in PubChem BioAssay by National Center for Advancing Translational Sciences (NCATS).
POLI inh: inhibitors of human DNA polymerase iota; Q9UNA4; Pol iota fluorescent replication assay, 10 min; Potency, µM (doses to about 115 µM), without a hit: at the top dose activity, negative = inhibition, most hits filed as inhibitors; 390,000 compounds, 1% hits; AID 588590
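Pol iota at 10 nM preincubated 15 min with compounds at room temperature; reaction started with fluorescent substrate, 50 nM final. Fluorescence read kinetically at 0 and 10 min; buffer-only wells as negative control.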
POLB inh: DNA polymerase beta (human) inhibition; P06746; Pol beta primer extension/strand displacement, fluorescence kinetic; Potency, µM (highest dose often 114 µM), without a hit: at the top dose activity change, negative = inhibition, hits mostly inhibitors; 340,000 compounds, 1.3% hits; note: % is set by controls: 0 for no effect and ±100 for the full control effect
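Kinetic readout of DNA synthesis with strand displacement by Pol beta. Compound and 10 nM enzyme sit 15 min at room temperature; 50 nM substrate starts the reaction, read immediately and at 10 min.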
G9a block: G9a (human) methyltransferase inhibition | AID 504332 | Potency, µM (doses to about 102 µM), for inactives: at the top dose activity, negative = inhibition, most hits filed as inhibitors | Q96KQ7 | 350,000 compounds, 8.8% hits | G9a H3K9 monomethylation, AlphaScreen, 2 h; note: % is set by controls: 0 for no effect and ±100 for the full control effect; nearly all actives have a fitted effect of over 75% in size
Target sequence (Q96KQ7 913-1193 limits assumed): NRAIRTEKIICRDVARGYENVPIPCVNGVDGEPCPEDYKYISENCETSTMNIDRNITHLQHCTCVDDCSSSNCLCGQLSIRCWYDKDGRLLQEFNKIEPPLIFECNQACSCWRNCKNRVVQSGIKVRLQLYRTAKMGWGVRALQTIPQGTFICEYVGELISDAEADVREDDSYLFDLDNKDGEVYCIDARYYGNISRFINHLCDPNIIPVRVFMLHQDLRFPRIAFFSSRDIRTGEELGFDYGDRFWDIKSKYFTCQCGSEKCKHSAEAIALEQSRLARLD
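Compounds were preincubated with 20 nM G9a for 15 min, after which biotinylated H3K9 peptide (500 nM) and SAM (20 uM) started a 2 h room-temperature reaction. Monomethylated product was quantified by antibody-based AlphaScreen chemiluminescence.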
APEX1 inh: APE1 (human) endonuclease inhibition | recombinant APE1, TAMRA/BHQ-2 abasic DNA cleavage fluorescence | P27695 | Potency, µM (doses to about 65.8 µM), inactives show at the highest dose activity change, negative = inhibition, hits mostly inhibitors | 350,000 compounds, 0.35% hits;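 note: plate controls were vehicle for no effect and reference inhibitor for full effect; nearly all actives have a fitted effect of over 55% in size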
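Quantitative HTS: incision of a TAMRA/BHQ-2 double-stranded substrate bearing a tetrahydrofuran abasic site by 0.75 nM APE1 raises fluorescence. Substrate 50 nM final, added after 15 min compound preincubation at room temperature; progress as third-minus-first kinetic read difference.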
JMJD2A Tudor inh: JMJD2A Tudor domain (human) inhibition | O75164 | AlphaScreen JMJD2A-Tudor / H3K4me3 peptide binding | Potency, µM (highest dose often 114 µM), inactives show at the top dose activity change, negative = inhibition, actives largely listed as inhibitors | 390,000 compounds, 4.4% hits; note: % is set by controls: 0 for no effect and ±100 for the full control effect; nearly all actives have a fitted effect of over 50% in size
BAZ2B block: BAZ2B (human) inhibition; Q9UIF8; AlphaScreen BAZ2B-H3K14Ac peptide displacement; Potency, µM (highest dose often 114 µM), without a hit: at the highest dose activity change, negative = inhibition, most hits filed as inhibitors; 360,000 compounds, 4.4% hits; note: % is set by controls: 0 for no effect and ±100 for the full control effect; nearly all actives have a fitted effect of over 60% in size
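Protein-peptide AlphaScreen: BAZ2B 50 nM, b-H3K14Ac 50 nM, 1x PBS pH 7.4 + 0.01% Tween-20. Preincubation 30 min RT; cpd 30 min RT (top 110 uM); beads 20 min RT, light-protected.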
POLK inh: DNA polymerase kappa (human) inhibition; purified Pol kappa, fluorescent DNA synthesis assay, 10 min; Potency, µM (titrated, usually from 107 µM), for inactives: top-dose activity, negative = inhibition, usual class: inhibitors; 400,000 compounds, 0.53% hits; note: % is set by controls: 0 for no effect and ±100 for the full control effect
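Pol kappa 10 nM + cpd, 15 min RT; start w/ substrate 50 nM final; fluorescence kinetic read, 0 and 10 min. Neg ctrl: buffer, no enzyme.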
Pol eta inh: inhibitors of human DNA polymerase eta; Q9Y253; recombinant Pol eta, fluorescent DNA replication assay; Potency, µM (doses to about 114 µM), inactives show at the highest dose activity change, negative = inhibition, usual class: inhibitors; 390,000 compounds, 1.2% hits; AID 588591; note: % is set by controls: 0 for no effect and ±100 for the full control effect
Target sequence (Q9Y253 whole entry, looked up): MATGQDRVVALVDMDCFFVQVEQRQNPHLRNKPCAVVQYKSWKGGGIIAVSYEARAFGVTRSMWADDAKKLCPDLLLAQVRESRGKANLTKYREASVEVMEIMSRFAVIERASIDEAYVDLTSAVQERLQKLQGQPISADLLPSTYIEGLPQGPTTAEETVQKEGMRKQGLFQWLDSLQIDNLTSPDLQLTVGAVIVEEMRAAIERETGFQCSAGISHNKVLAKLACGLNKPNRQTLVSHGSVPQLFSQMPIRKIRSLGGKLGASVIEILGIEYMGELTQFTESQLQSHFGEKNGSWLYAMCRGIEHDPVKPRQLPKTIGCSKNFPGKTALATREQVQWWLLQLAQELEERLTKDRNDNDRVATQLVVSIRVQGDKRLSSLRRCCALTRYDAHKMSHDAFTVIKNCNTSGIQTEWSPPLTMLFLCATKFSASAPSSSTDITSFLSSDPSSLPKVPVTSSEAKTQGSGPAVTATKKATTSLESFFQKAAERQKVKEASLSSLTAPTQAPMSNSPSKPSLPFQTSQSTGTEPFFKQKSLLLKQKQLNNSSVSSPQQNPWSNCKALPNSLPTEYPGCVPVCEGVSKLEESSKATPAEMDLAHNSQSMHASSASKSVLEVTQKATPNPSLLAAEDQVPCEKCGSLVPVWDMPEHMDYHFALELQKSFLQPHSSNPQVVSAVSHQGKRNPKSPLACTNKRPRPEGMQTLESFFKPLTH
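Pol eta (10 nM) was preincubated with compounds for 15 min at room temperature, after which fluorescent replication substrate (50 nM final) was added to start the reaction. Fluorescence was read kinetically at 0 and 10 min.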
BLM inh: inhibitors of human Bloom syndrome helicase BLM | Potency, µM (series often up to 56.1 µM), without a hit: at the highest dose activity change, negative = inhibition, usual class: inhibitors | AID 2528 | 350,000 compounds, 0.2% hits | recombinant BLM DNA unwinding, fluorescence dequenching;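 note: plate controls were vehicle for no effect and no enzyme for full effect; nearly all actives have a fitted effect of over 35% in size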
* marks the source's active call; other numbers are inactive results; u = inconclusive; x = not tested or not shown; & = joins results of further samples; [ ] = dose if it differs, or a comment. Calls come from the whole dose curve; as a rule, active = well fitted curve in the direction sought with a large enough effect; inconclusive = small, poorly fitted or top-dose-only effect, or another doubt; inactive = no such curve, though single readings can be large; an effect the other way counts as inactive or inconclusive. Potency is the fitted concentration of half-maximal effect. A portion of the library; rates above refer to the full screens.

SMILES	POLI inh	POLB inh	G9a block	APEX1 inh	JMJD2A Tudor inh	BAZ2B block	POLK inh	Pol eta inh	BLM inh
CCOn1c(-n2nc(C)cc2C)nc2ccccc2c1=O	12%	43%	7%[12.7 µM]	0%	-2%	6%	1%	-13%	-1%
COc1cc(NS(=O)(=O)c2ccc(N)cc2)ncn1	x	14%	30%[21.5 µM]	5%	x	-13%	-4%[60.1 µM]	x	0%
Cc1cc(NC(=O)C(=O)c2c(C)[nH]c3ccccc23)no1	117%[activator]	1%	11%[59 µM]	4%	-13%	-21%	-19%	-16%	-6%
COc1ccc(NC(=O)CC2(CC(=O)O)CCCC2)cc1	12%	-2%	u	3%	-10%	-7%	-7%	4%	-1%
Cc1cccc(CSCCNC(=O)CN(c2cc(C)cc(C)c2)S(C)(=O)=O)c1	16%	-17%	x	-2%	-9%	-6%	-9%	-19%	-13%
O=C(CSc1n[nH]c(-c2ccc(Br)cc2)n1)NC1CCCC1	13%	x	x	26%	3%	x	4%	-15%	x
COCCCNS(=O)(=O)c1ccc2[nH]c(=O)[nH]c2c1	u	-27%	-1%	0%	4%	2%	-13%	-17%	1%
O=C(CSc1nccc2ccccc12)N1CCN(Cc2ccc3c(c2)OCO3)CC1	1%	x	x	x	u	x	-17%	-12%	x
COc1cccc(NS(=O)(=O)c2ccc3[nH]cc(C(=O)NC4CC4)c(=O)c3c2)c1	8%	-19%	-3%[59 µM]	-4%	-7%	5%	-10%	-2%	1%
CCOC(=O)Cc1csc(N)n1	-12%[58.9 µM]	1%	u	16%	7%	6%	-21%	-8%	-6%
CCOc1cc(/C=C(\C#N)C(=O)Nc2ccc(S(N)(=O)=O)cc2)ccc1OCCN1CCOCC1	39%[activator]	32%	15%	34%	-16%	-9%	-6%	-4%	-1%
C=C1C(C(=O)Nc2ccc(F)cc2)C1C(=O)Nc1ccc(F)cc1 (configuration not stated)	-7%	-14%	28%	-3%	-8%	-4%	-18%	-2%	-8%
O=C1CC(c2ccco2)CC2=C1C(c1ccccc1)n1nc(C(F)(F)F)nc1N2 (configuration not stated)	u	2%	u	1%	-19%&-33%	-19%	u	-8%	1%
O=C(CC12CC3CC(CC(Br)(C3)C1)C2)OCCN1CCCCC1	46%[activator]	23%	-12%	-2%	3%	-1%	-1%	-20%	2%
COc1ccc(C(=O)NNC(=S)NC(=O)c2cccs2)cc1	11%	19%	40µM*	26%	-21%	-12%	-3%	-15%	-1%
CSCCC(NC(=O)COc1ccccc1)C(=O)N(C)CC(=O)Nc1c(C)cccc1C (configuration not stated)	68%[activator]	x	29%[59 µM]	-1%	-1%	-6%	0%	-6%	x
CC1CCN(C(=O)CN2C(=O)C(C)(C)Oc3ccc(C(=O)NC(C)C)cc32)CC1	58%[activator]	4%	9%	60%	1%	3%	-19%	-5%	-2%
CCOC(=O)C(NC(C)=O)(OCc1ccccc1)C(F)(F)F (configuration not stated)	23%	-11%	-9%	4%	-9%	-2%	2%	-5%	-11%
Cc1cc(C)nc(NN2C(=O)/C(=C/c3ccc(O)cc3)SC2=S)n1	32µM*	u	28µM*	-9%	u	u	-28%	u	-14%
CC(=O)c1ccc(Nc2nc3ccc(C)cc3n3cnnc23)cc1	31%[activator]	9%	-1%	19%	-11%	-11%	3%	-3%	-1%
Cc1ccc(NC(=O)c2cccc(S(C)(=O)=O)c2)cc1	u	-8%	0%	6%	-18%[11.4 µM]	-1%	-15%	u	-1%
O=C(C1CCC(Cn2c(=O)c3sccc3n(Cc3ccc(F)cc3)c2=O)CC1)N1CCOCC1 (configuration not stated)	-3%	4%	-3%[59 µM]	x	-13%	-11%	25%	-14%	0%
Cc1ccc(S(=O)(=O)N2CCCC2)cc1C(=O)N1CCC(C)CC1	33%[activator]	22%	15%[12.7 µM]	7%	9%	-10%	-2%	-14%	-6%
COc1ccc(N2CCN(C(=O)CCc3ccc(S(=O)(=O)NC(C)C)cc3)CC2)cc1	-20%	43%	u	-5%	-13%	10%	-6%	-11%	2%
COc1cc(OC)c(NC(=O)N2CCC(CN3CCCC3)CC2)cc1Cl	13%	19%	2%[59 µM]	x	-3%	-1%	7%	12%	1%
Cn1nnnc1SCCNCc1ccccc1OCc1ccccc1Cl	47%[activator]	26%	u	0%	-4%	-21%	-8%	-15%	-2%
COc1ccc(C(CNC(=O)c2ccc(S(=O)(=O)N3CCOCC3)cc2)N2CCCCC2)cc1 (configuration not stated)	0%	u	11%[59 µM]	0%	3%	21%	-9%	-9%	-1%
C/C=C\C=C\C(=O)N1CC2(CC(c3cccc(NC(=O)COc4ccc(Cl)cc4)c3)=NO2)C[C@H]1C(N)=O (some centres not stated)	u	8%	u	-2%	u	-16%	-19%	-21%	-9%
COC(=O)C(Cc1ccccc1)NC(=O)CSc1nc(C)cc(=O)[nH]1 (configuration not stated)	-28%	27%	-4%	-2%	-12%	4%	-6%	-10%	-3%
[O-]/[N+](=C\c1ccccc1)c1ccc(Br)cc1	33%	x	9%[2.33 µM]	-9%	u	u	-9%	-8%	x
COc1ccccc1CNC(=O)CCSCc1cccc(Cl)c1	-9%	0%	9%[59 µM]	5%	-8%	-3%	-12%	-4%	-2%
CC(=O)OC1CCC2C3CCC4OC(=O)CCC4C3CCC12C (configuration not stated)	51%[activator]	x	x	x	-2%	x	-7%	-17%	x
Cc1ccc(C)c(CN2C(=O)c3ccccc3S(=O)c3ccc(C(=O)N4CCC(C)CC4)cc32)c1 (configuration not stated)	21%	5%	-40%[59 µM]	x	-24%	-32%	-10%	-19%	-11%
Cc1cccc(-n2c3nc(=O)[nH]c(=O)c-3cc3c(C)nn(-c4ccccc4)c32)c1	x	11%	-5%[59 µM]	5%	x	4%	x	x	-4%
O=C(c1ccc(N2C(=O)CCC2=O)cc1)N1CCOCC1	42%[activator]	7%	-7%[59 µM]	4%	-8%	5%	1%[60.1 µM]	13%	-4%
CC(=O)/C=C1/C(=O)Nc2ccccc21	31%	27%	11µM*	-1%	-26%	1%	18%	-3%	-4%
Cc1sc2ccccc2c1CNC[C@H]1O[C@@H](n2cnc3c(N)ncnc32)[C@H](O)[C@@H]1O	32%[activator]	x	x	14%	-1%	x	6%	-12%	x
Cc1cccc(-c2nnc(-c3ccc4ccccc4c3)o2)c1	35%[activator]	x	x	x	97%[activator]	x	1%	-23%	x
COc1cc(NS(=O)(=O)c2ccc(OC)c(C)c2C)c(OC)cc1Cl	15%	-7%	-38%[59 µM]	-4%	-18%	-11%	-4%	-18%	-10%
CC(=O)c1ccc(Nc2nc(N3CCOCC3)nc(N3CCOCC3)n2)cc1	13%	68%	-2%	-3%	1%	0%	10%	-1%	-2%
CCOC(=O)c1cccc(NC(=O)c2cc3cc4ccc(C)cc4nc3s2)c1	23%	0%	13µM*	x	u	-12%	10%	u	-10%
Cc1ccc(NC(=O)CC2C(=O)N(Cc3ccccc3)C(=S)N2NC(=O)c2ccccc2)c(C)c1 (configuration not stated)	30%[activator]	7%	5%[59 µM]	-8%	-5%	1%	-17%	-6%	1%
Cn1c(=O)c(=O)n(C)c2cc(NC(=O)c3cccc(F)c3)c(Cl)cc21	2%	-2%	-2%[59 µM]	x	-13%	-16%	-5%	-1%	-2%
Cc1c(C)n(C)c2ccc(C(=O)NCCCN3CCN(C)CC3)cc12	7%	-7%	u	17%	u	-23%[57.1 µM]	6%	-19%	-4%
CCCCc1nnc(NC(=O)CCc2ccccc2)s1	8%	5%	33%[59 µM]	33%	1%	-23%	-5%	-2%	-5%

For reference, part of the list above:
SMILES	POLI inh	POLB inh	G9a block	APEX1 inh	JMJD2A Tudor inh	BAZ2B block	POLK inh	Pol eta inh	BLM inh
Cc1cccc(-c2nnc(-c3ccc4ccccc4c3)o2)c1	35%[activator]	x	x	x	97%[activator]	x	1%	-23%	x
COc1cc(NS(=O)(=O)c2ccc(OC)c(C)c2C)c(OC)cc1Cl	15%	-7%	-38%[59 µM]	-4%	-18%	-11%	-4%	-18%	-10%

The list goes on.
SMILES	POLI inh	POLB inh	G9a block	APEX1 inh	JMJD2A Tudor inh	BAZ2B block	POLK inh	Pol eta inh	BLM inh
CC(=O)Nc1ccc(NC(=O)Cc2sc(C)nc2-c2ccc(C)cc2)cc1	156%[activator]	1%	u	5%	-1%	-39%	-4%	-10%	-3%
O=C(CC1N=C2c3ccccc3N=C(SCc3cccc(Cl)c3)N2C1=O)NCCc1ccccc1 (configuration not stated)	-3%	-2%	9%[59 µM]	x	-27%	-19%	-21%[60.1 µM]	-6%	-7%
Cc1ccc(-n2nnnc2C(Cl)c2nnnn2-c2ccc(C)cc2)cc1	u	-1%	u	1%	-4%	-5%	10%	-7%	1%
O=C(COC(=O)COc1ccccc1)Nc1ncc(Cl)cc1Cl	50%[activator]	x	x	-13%	-6%	x	-18%	10%	x
CCCC1=[N+](CC(=O)c2ccccc2)CCn2c(C)ccc21	u	-2%	u	5%	-14%	-9%	4%	-8%	1%
CN1CCN(C(=S)Nc2cc([N+](=O)[O-])ccc2Cl)CC1	15%	u	3.2µM*	4%	u	-28%	1%	-2%	-13%
CN(CC(=O)Nc1ccc(F)c(F)c1F)C(=O)Cc1ccc2c(c1)OCCO2	18%	9%	9%[12.7 µM]	-4%	-2%	1%	-7%	-18%	-8%
CCCCOC(=O)C1=C(C)NC(=O)NC1c1ccc(OC)cc1 (configuration not stated)	40%[activator]	1%	x	-4%	-16%	-9%	-4%	-11%	-1%
O=C(Cn1c(NCCO)nc2ccccc21)c1ccc(F)cc1	32%	40%	14%	22%	-1%	-15%	3%	-16%	-7%
CN(Cc1ccco1)C(=O)Cn1c(=O)oc2cc(S(=O)(=O)NCc3ccccc3)ccc21	-2%	-13%	5%	-11%	u	-2%	-9%	2%	0%
